From PubChem
HepG2 tox: qHTS for Inhibitors of TGF-b: Cytotox Counterscreen; HepG2 CAGA-GFP viability, ATP luminescence, 18 h; Potency, µM (series often up to 46.1 µM), without a hit: at the top dose activity change, negative = cytotoxicity, most hits filed as cytotoxic; 410,000 compounds, 0.76% hits; further: potency means the concentration at half of the fitted maximal effect; some results filed as inactive show a strong effect at the top dose
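HepG2 CAGA-GFP cells (1000/well, DMEM with 1% FBS) received compound, then TGF-beta at 500 pg/mL final, and were incubated 18 hours at 37 degrees C. Viability was read by CellTiter-Glo luminescence. Media-only wells were set as complete cell-killing and DMSO as no toxicity.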
TGFb inhibitor: qHTS for Inhibitors of TGF-b; HepG2 CAGA-GFP TGF-b/SMAD3 reporter, GFP fluorescence, 18 h; TGF-beta stimulated, 500 pg/mL final; Potency, µM (top dose mostly 46.1 µM), for inactives: top-dose activity, negative = inhibition, actives largely listed as inhibitors; 410,000 compounds, 1.2% hits; AID 588855, 2011; further: potency means the concentration at half of the fitted maximal effect; on the % scale 0 is the no-effect control and ±100 the full control effect; nearly all actives have a fitted effect of over 65% in size
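Smad-responsive CAGA-GFP expression was quantified in HEPG2 cells exposed to compounds and 500 pg/mL final TGF-beta for 18 h at 37 degrees C; unstimulated wells defined full inhibition.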
Nrf2 block: Nrf2 qHTS screen for inhibitors; Potency, µM (titrated, usually from 46 µM), inactives show at the top dose activity change, negative = inhibition, most hits filed as inhibitors; 360,000 compounds, 2.1% hits; A549 ARE-Fluc reporter, luciferase luminescence, 18-24 h; further: potency means the concentration at half of the fitted maximal effect; on the % scale 0 is the no-effect control and ±100 the full control effect; nearly all actives have a fitted effect of over 60% in size
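Reporter: ARE-Fluc in A549. Exposure: 18-24 h, 37 °C, 5% CO2, 5% FBS OPTI-MEM. Readouts: fluorescent cytotoxicity (CellTiter-Fluor), then luminescent Nrf2 signal after BugLite.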
CCT chaperon mod: High-Throughput Screening for Modulators of Cytosolic Chaperonin Activity; purified chaperonin ATPase assay, HTRF ADP detection, 30 min; activity change, % (no concentration beside the values), hits read low; 360,000 compounds, 0.3% hits; in the data active means activity change below about -30%; further: on the % scale 0 is the no-effect control and ±100 the full control effect
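We incubate TRiC, 40 or 20 nM final, with library compounds at 76 uM and 10 uM ATP for 30 min at 37 °C. ADP formed is detected with Transcreener HTRF reagents after 30 min at room temperature.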
MmCpn inh: Inhibitors of TCP-1 ring complex (TRiC) of Methanococcus maripaludis (MmCpn): qHTS; purified Mm-Cpn ATPase, ADP Transcreener TR-FRET; Potency, µM (highest dose often 76.9 µM), for inactives: at the highest dose activity, negative = inhibition, actives largely listed as inhibitors; 330,000 compounds, 0.031% hits; further: potency means the concentration at half of the fitted maximal effect; on the % scale 0 is the no-effect control and ±100 the full control effect; nearly all actives have a fitted effect of over 80% in size
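Measured: ADP formation by purified Mm-CPN. Conditions: 25 nM protein, 10 uM ATP, Tris pH 7.4 with Mg2+, K+ and DTT, 37°C for 30 min. Detection: Transcreener HTRF after 30 min at room temperature.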
A549 tox: Nrf2 qHTS screen for inhibitors: counterscreen for cytotoxicity. Potency, µM (top dose mostly 46 µM), without a hit: at the top dose activity change, negative = cytotoxicity, usual class: inhibitors. 390,000 compounds, 0.16% hits. A549 ARE-Fluc cells, CellTiter-Fluor viability, 18-24 h; further: potency means the concentration at half of the fitted maximal effect; on the % scale 0 is the no-effect control and ±100 the full control effect
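Cytotoxicity counterscreen: CellTiter-Fluor fluorescence was measured in A549 ARE_Fluc cells after 18-24 h of compound exposure in a concentration series. The subsequent BugLite luminescent read reports ARE-luciferase activity.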
Abeta yeast res: qHTS for compounds that reverse cellular toxicity of Amyloid beta (A-beta) peptide in yeast: Primary Screen; yeast expressing A-beta42, growth rescue, OD600, 48 h; response scale: 0% DMSO, 100% iron-clioquinol control; Potency, µM (top dose mostly 46.1 µM), for the others: at the top dose growth rescue, actives largely listed as activators; 410,000 compounds, 0.063% hits; further: potency means the concentration at half of the fitted maximal effect; nearly all actives have a fitted effect of over 55% in size
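Yeast growth medium received pinned compounds, then yeast cells expressing toxic A-beta were added; plates incubated at 30 C for 48 hr. Growth read as absorbance at 600 nm, normalized to DMSO and equimolar FeCl3 plus clioquinol controls.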
Nrf2 activator: qHTS of Nrf2 Activators | AREc32 ARE-luciferase reporter (MCF7-derived line), luminescence, 24 h | Potency, µM (top dose mostly 46.1 µM), for the others: at the top dose activation, hits mostly activators | 410,000 compounds, 0.31% hits | AID 624171, 2012; further: potency means the concentration at half of the fitted maximal effect; % of control where 0% means no effect; nearly all actives have a fitted effect of over 65% in size
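Steps: seed AREc32_Fluc cells (1000/well, 5% FBS OPTI-MEM); incubate overnight at 37 deg C; add 23 nL compound; incubate 24 hr; add Steady-Glo; hold 30 min RT; read luminescence.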
pAkt inh: HTS Assay for Inhibitors of Akt Phophorylation: Primary Screen; activity change, % for hits at 50 µM; 360,000 compounds, 0.32% hits; AID 651550, 2012; Neuro2A IGF-stimulated pAkt S473 HTRF, 20 min; stronger effect = lower value; in the data active means activity change below about -80%; inconclusive means mostly about -51% to -80%; further: on the % scale 0 is the no-effect control and ±100 the full control effect
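Neuro2A cells in DMEM with 0.5% FBS, overnight at 37 deg C, given compound at single 50 µM final, then IGF (6 nM final) for 20 min at 37 deg C. Lysed; phospho-Akt Ser473 by HTRF after 24 h, 665/615 ratio.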
* = called active by the depositor; i = inactive; ? = inconclusive; · = no result given; & = joins results of further samples; [ ] = dose if it differs, or a comment. Unless noted, the call rests on the fitted dose curve; in most records, active means well fitted curve in the direction sought with a large enough effect; inconclusive means small, poorly fitted or top-dose-only effect, or another doubt; inactive means no such curve, though single readings can be large; an effect the other way counts as inactive or inconclusive.

SMILES | HepG2 tox | TGFb inhibitor | Nrf2 block | CCT chaperon mod | MmCpn inh | A549 tox | Abeta yeast res | Nrf2 activator | pAkt inh
Cc1ccc(OCCn2c(C)c(/C=N/n3cnnc3)c3ccccc32)cc1 | -42% | -13% | -13% | 0.6 | -1% | -9% | 16% | -0.4% | i
O=C(Oc1ccc2c(=O)c(Oc3ccc4ccccc4c3)coc2c1)c1cccnc1 | -65% | 0% | ? | -3.6 | -7% | 0% | -6% | 0.0% | i
O=C(NC1CC1)C1=C[C@@H](c2ccc(C(F)(F)F)cc2)C[C@@H](OCc2ccc(CO)cc2)O1 | -15% | -25% | 6% | -1.3 | · | -5% | -12% | 0.3% | i
CCCS(=O)(=O)N1CCC(Cc2ccc(OC)cc2)(C(=O)OCC)CC1 | -8% | -6% | -8% | -7.5 | 1% | 1% | 9% | 0.5% | i
CCOC(=O)c1c(-c2ccc(OC)cc2)nc2nonc2c1N | 6% | 1% | -6% | -2.7 | 0% | -7% | 3% | 0.4% | i
CCN(Cc1cc2ccccc2[nH]c1=O)S(=O)(=O)c1ccc(OC)cc1 | -1% | -5% | -19% | 2.3 | 2% | 0% | 1% | -0.1% | i
Cc1ccc(S(=O)(=O)NC(=O)N2CCN(Cc3c(F)cccc3Cl)CC2)cc1 | 10% | -17% | 2% | -1.5 | -11% | 4% | 19% | -0.7% | i
Cn1ccnc1SCC(=O)Nc1cc(C(F)(F)F)ccc1N1CCOCC1 | -17% | -21% | -15% | -18 | 2% | 1% | -7% | -0.9% | i
CC1CCN(C(=O)CCNS(=O)(=O)c2ccc3c(c2)c(=O)n(C)c(=O)n3C)CC1 | 0% | 19% | 6% | -1.8 | -1% | -8% | -6% | -0.2% | i
Cc1cccc(Nc2nc(-c3ccc(F)cc3)cs2)n1 | -15% | 0% | ? | -4.2 | 1% | 5% | 21% | 12% | i
CC(C)(C)OC(=O)NNC(=O)c1cccs1 | 1% | 0% | ? | 1.4 | 0% | -1% | -5% | 2.9% | i
CC(=O)N1CCCc2cc(S(=O)(=O)CCC(=O)N3CCN(c4ccccc4)CC3)ccc21 | -19% | ? | -19% | -1.0 | 0% | 2% | 0% | -0.5% | i
CCOC(=O)C1(O)CC(C)=NN1C(=O)c1cccc(Cl)c1 (stereo unspecified) | 2% | -21% | 2% | 1.5 | -2% | 1% | 18% | 4.1% | i
CCOC(=O)N1CCN(c2nc(C)cc(C(F)(F)F)n2)CC1 | -3% | 16% | -3% | -0.9 | -3% | ? | 15% | 0.0% | i
COCCNC(=O)c1nc2ccccc2s1 | -3% | -3% | ? | -3.1 | 2% | 0% | 2% | 7.1% | i
COc1ccc(CNC(=O)C/C(C)=N/NC(=O)COc2ccc(C)cc2Br)cc1 | -1% | ? | 24% | -2.4 | 3% | -2% | -6% | -0.4% | i
O=C(NCC1CCOCC1)c1cccc2c(-c3cccnc3)coc12 | -5% | -1% | · | 0.4 | · | · | 8% | -0.6%[9.22 µM] | i
Cc1c(N2C(=O)CSC23C(=O)Nc2ccccc23)c(=O)n(-c2ccccc2)n1C (stereo unspecified) | 1% | -7% | 2% | 0.5 | 1% | 1% | 14% | 0.4% | i
CCOc1ccc(Cc2n[nH]c(=S)n2Cc2ccccc2)cc1 | -35% | ? | 8% | -1.4 | 1% | ? | ? | 2.3% | i
O=C(NC(=S)Nc1cccnc1)c1ccccc1 | 7% | 13% | ? | 0.5 | 1% | -3% | 6% | 0.4% | i
Fc1ccc(N2CN(Cc3cccnc3)CNC2=S)cc1 | -6% | -3% | -4% | -0.9 | 1% | -11% | 22% | 2.4% | i
Cc1ccc(NS(=O)(=O)c2cc(C(=O)OCC(=O)NCC3CCCO3)ccc2C)cc1 (stereo unspecified) | 2% | 15% | -3% | 0.4 | 3% | 0% | -3% | -0.5% | i
C/C(=C\C(=O)N1CCc2ccccc21)C(=O)O | -13% | 0% | -10% | -3.3 | ? | 4% | -19% | 0.2% | i
Cc1cc([N+](=O)[O-])nn1CC(=O)N(C)Cc1ccccc1 | 1% | 2% | -11% | -0.5 | -1% | 1% | 2% | -1.4% | i
Cc1noc(C)c1C(=O)Nc1nc2ccc(S(C)(=O)=O)cc2s1 | -37% | -2% | 11% | -1.8 | -4% | -1% | -38%[inhibitor] | -0.8% | i
COc1ccc(N2CCN(C(=O)c3c(C)oc4ncnc(N5CCCCC5)c34)CC2)cc1 | -13% | ? | -20% | · | · | 6% | -18% | 0.2% | ·
CCc1nc2ccc(C(=O)N(C)CCN(C)C)cn2c1N(C)CCC(C)C | -24% | -4% | · | 0.1 | · | · | -5% | -0.9% | i
O=c1ccc(Cc2ccc(Cl)cc2)n[nH]1 | -9% | 8% | -1% | -0.5 | 2% | 2% | -9% | -0.5% | i
CC(Oc1ccc(F)cc1)C(O)CCN(C)C (stereo unspecified) | -15% | -12% | -10% | -2.0 | 2% | -3% | -3% | -0.1% | i
CCc1nc2ccc(C(=O)NCc3ccc(OC)cc3)cn2c1N(C)C(=O)Cc1ccccc1 | -29% | -3% | · | 0.1 | · | · | -2% | 0.4%[9.22 µM] | i
CS(=O)(=O)Cc1ccc(C(=O)N2CCN(C(=O)c3cccs3)CC2)cc1 | -6% | -1% | 2% | -0.5 | 0% | 0% | -12% | 0.3% | i
CCN(CC(=O)Nc1ccc(NC(C)=O)cc1)C(=O)CSCc1c(C)noc1C | 2% | 2% | 13% | -1.2 | 2% | -5% | -12% | -0.1% | i
COc1ccccc1CC(=O)NNS(=O)(=O)c1ccc([N+](=O)[O-])cc1 | -12% | -18% | -2% | -1.7 | 2% | -2% | 10% | -0.6% | i
COc1ccc(OC)c(C(c2nnnn2C(C)(C)C)N2CCc3ccccc3C2)c1 (stereo unspecified) | -2% | 0% | ? | -0.1 | 0% | -11% | 3% | 10% | i
CCN1CCN(CCCNC(=O)CS(=O)(=O)Cc2nc(-c3ccccc3C)oc2C)CC1 | -2%&-18% | ? | 5%&2% | -3.6 | -1% | 0%&13% | -1%&8% | -0.1%&-0.8% | i
CCC(C)c1ccc(O)c(N)c1 (stereo unspecified) | -31% | -5% | ? | -1.5 | 0% | 13% | 6% | ? | i

Six records picked at random from the list so far:
SMILES | HepG2 tox | TGFb inhibitor | Nrf2 block | CCT chaperon mod | MmCpn inh | A549 tox | Abeta yeast res | Nrf2 activator | pAkt inh
CC(=O)N1CCCc2cc(S(=O)(=O)CCC(=O)N3CCN(c4ccccc4)CC3)ccc21 | -19% | ? | -19% | -1.0 | 0% | 2% | 0% | -0.5% | i
CCc1nc2ccc(C(=O)N(C)CCN(C)C)cn2c1N(C)CCC(C)C | -24% | -4% | · | 0.1 | · | · | -5% | -0.9% | i
CCCS(=O)(=O)N1CCC(Cc2ccc(OC)cc2)(C(=O)OCC)CC1 | -8% | -6% | -8% | -7.5 | 1% | 1% | 9% | 0.5% | i
CCOC(=O)C1(O)CC(C)=NN1C(=O)c1cccc(Cl)c1 (stereo unspecified) | 2% | -21% | 2% | 1.5 | -2% | 1% | 18% | 4.1% | i
COc1ccccc1CC(=O)NNS(=O)(=O)c1ccc([N+](=O)[O-])cc1 | -12% | -18% | -2% | -1.7 | 2% | -2% | 10% | -0.6% | i
CCOC(=O)N1CCN(c2nc(C)cc(C(F)(F)F)n2)CC1 | -3% | 16% | -3% | -0.9 | -3% | ? | 15% | 0.0% | i

Next part:
SMILES | HepG2 tox | TGFb inhibitor | Nrf2 block | CCT chaperon mod | MmCpn inh | A549 tox | Abeta yeast res | Nrf2 activator | pAkt inh
CC(Nc1nc(-c2ccc(F)cc2)cs1)c1nc2cc(Cl)c(N3CCCCC3)cc2n1CCOCCO (stereo unspecified) | -13% | ? | ? | -1.3 | · | ? | 15% | 0.1% | i
Cc1cc(C)n(CCC(=O)N/N=C/c2ccc(O)cc2)n1 | -3% | 1% | 9% | -1.3 | 2% | -3% | -4% | -0.4% | i
c1ccc(C2=NNC(=NCc3ccc4c(c3)OCO4)SC2)cc1 | 1% | -2% | ? | -1.4 | -1% | -3% | 4% | 17% | i
Cc1ccc(S(=O)(=O)c2nc(S(C)(=O)=O)sc2N2CCOCC2)cc1 | 0% | 3% | ? | -1.7 | 1% | 0% | 10% | ? | i
Cc1ccc(C(=O)Nc2cccc(C(O)c3ccccc3)c2)cc1 (stereo unspecified) | -30% | 0% | -17% | -0.1 | · | 0% | 22% | 3.4% | i
CC(C)C(c1nnnn1Cc1ccccc1)N(CCCO)Cc1cc2cc3c(cc2[nH]c1=O)OCO3 (stereo unspecified) | -4% | -1% | -10% | -4.0 | -1% | 0% | ? | 0.5% | i
COc1cccc(N2CC(NC(=O)COc3ccc4ccccc4c3)CC2=O)c1 (stereo unspecified) | -18% | -14% | · | · | · | 11% | ? | 5.4% | ·
Cc1ccc(CNc2cc(C(=O)O)ccc2C)s1 | -1% | -4% | 12% | -2.0 | -5% | 7% | -22% | -0.4% | i
CN(Cc1cc(Cl)cc(Cl)c1)[C@H]1C[C@H]2c3[nH]c4ccccc4c3CCN2C(=O)[C@H]1CO | -35% | ? | · | 0.1 | · | · | -1% | -3.8% | i
O=C(O)c1ccc(-c2nnc(-c3ccccc3)o2)cc1 | -8% | 4% | ? | -0.1 | -10% | -8% | -23% | 0.6% | i
COc1ccc(S(=O)(=O)N2CC(C(=O)O)Oc3ccc(Cl)cc32)cc1 (stereo unspecified) | 1% | 0% | 12% | 0.1 | -4% | 0% | 10% | -0.8% | i
